AHR activator = AHR activators, primary screen, cell-based, luminescence, luciferase reporter, human | AHR-responsive luciferase reporter cells | activation, % at 5 µM | actives 2.5% (n = 320,000); in the data active means activation above about 47%;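 further: 0% = vehicle wells and 100% = reference agonist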
AGP1-GFP MLPCN = modulators of AGP1-GFP expression in yeast TOR pathway, primary screen, cell-based, multiplex flow cytometry, S. cerevisiae, MLPCN library. 3 h; GFP as percent of DMSO wells. GFP response vs DMSO, % at 10 µM. actives 0.02% (n = 320,000). AID 2066, 2009;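 active means GFP response relative to DMSO above a set limit, near screen average plus 3 SD, cut at about 150% in these data; inconclusive means fewer than 70 cells counted for the yeast strain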;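 further: median GFP channel fluorescence of the gated AGP1 strain per well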
proCasp3 act = activators of human procaspase-3 D3A mutant, primary screen, biochemical, absorbance, PC-3 D3A mutant, single concentration; Caspase-3 (Homo sapiens), P42574; recombinant procaspase-3 D3A, Ac-DEVD-pNA absorbance 405 nm; activation, % at 8.5 µM; actives 0.11% (n = 330,000);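 active means activation above the mean of all tested compounds plus 3 SD, cut at about 21% in these data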;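 further: 0% = DMSO alone and 100% = DMSO wells spiked with extra 5 µM PC-3 D3A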
Target sequence (P42574 whole entry D9A/D28A/D175A): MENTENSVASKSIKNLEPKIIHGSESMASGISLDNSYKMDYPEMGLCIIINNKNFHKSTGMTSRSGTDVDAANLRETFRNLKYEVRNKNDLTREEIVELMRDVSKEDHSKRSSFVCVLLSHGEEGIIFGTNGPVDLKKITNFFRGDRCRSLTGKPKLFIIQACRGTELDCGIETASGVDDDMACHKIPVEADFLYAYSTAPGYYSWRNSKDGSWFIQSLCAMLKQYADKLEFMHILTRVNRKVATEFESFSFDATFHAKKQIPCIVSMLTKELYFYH
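assay system = Procaspase-3 D3A mutant | signal = absorbance at 405 nm, 0 and 120 min | times = 1 h preincubation plus 2 h reaction at 25 °C | repeats = single replicate | read-out = % activation between DMSO and enzyme-spiked controls | medium = Zinc-free HEPES saline buffer with Triton X-100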
RPL19A TOR yeast = RPL19A-GFP expression modulators in yeast, primary screen, cell-based, S. cerevisiae, multiplex flow cytometry, MLPCN; S. cerevisiae RPL19A-GFP strain, 3 h; stronger effect = lower value; percent response vs DMSO, % at 10 µM; actives 0.3% (n = 330,000);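 active means percent response vs DMSO below 50%; inconclusive means fewer than 70 events counted for the yeast strain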;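 further: median channel GFP fluorescence of the barcoded RPL19A-GFP strain; ratio of sample median GFP to plate DMSO average so 100% = DMSO; lower means less RPL19A-GFP as with rapamycin TOR inhibition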
LAP4-GFP MLPCN = modulators of LAP4-GFP expression in yeast, primary screen, S. cerevisiae, multiplex flow cytometry, MLPCN library; 3 h; median GFP as percent of DMSO wells; GFP response vs DMSO, % at 10 µM; actives 0.34% (n = 320,000);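 active means GFP response vs DMSO above a set limit, about the screen mean plus 3 SD, cut at about 150% in these data; inconclusive means under 70 cell events counted for the yeast strain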
MEP2 TOR yeast = modulators of MEP2-GFP levels in yeast, primary screen, S. cerevisiae, multiplex flow cytometry, MLPCN library | S. cerevisiae MEP2-GFP strain, 3 h; 100% = DMSO control level | GFP response vs DMSO, % at 10 µM | AID 2016, 2009 | actives 0.51% (n = 330,000);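 active means GFP response versus DMSO above a set limit, roughly screen mean plus 3 SD, cut at about 180% in these data; inconclusive means fewer than 70 cells counted for a yeast strain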;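 further: median GFP fluorescence of the barcode-gated MEP2-GFP cells per well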
procasp7 counter = procaspase-7 activators, primary screen, counter-screen for procaspase-3 activator project, biochemical, absorbance, HTS, human. Caspase-7 (Homo sapiens), P55210. recombinant procaspase-7, Ac-DEVD-pNA absorbance 405 nm; D23A/D198A/D206A triple mutant, cannot self-cleave; scale: DMSO 0, 5 µM enzyme 100. activation, % at 8.5 µM. actives 0.093% (n = 330,000);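 active means percent activation above the screen-wide mean plus 3 SD, cut at about 25% in these data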
Target sequence (P55210 whole entry D23A/D198A/D206A): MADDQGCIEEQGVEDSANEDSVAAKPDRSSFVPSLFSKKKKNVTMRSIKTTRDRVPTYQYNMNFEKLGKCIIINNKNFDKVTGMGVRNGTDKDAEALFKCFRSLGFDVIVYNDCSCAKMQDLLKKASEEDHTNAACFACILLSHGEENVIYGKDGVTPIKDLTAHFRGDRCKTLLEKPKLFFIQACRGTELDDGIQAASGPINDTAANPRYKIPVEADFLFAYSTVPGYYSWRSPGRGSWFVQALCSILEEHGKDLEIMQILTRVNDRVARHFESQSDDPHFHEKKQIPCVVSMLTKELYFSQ
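Material: Procaspase-7 triple mutant (PC-7 D3A) | Quantity: 2 µM procaspase-7 mutant as dispensed | Reagent: DEVD-pNA substrate | Times: 1 h preincubation, 2 h reaction | Technique: 405 nm absorbance of p-nitroaniline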
CIT2-GFP yeast = modulators of CIT2-GFP expression in yeast, primary screen, S. cerevisiae, GFP fusion, multiplex flow cytometry, MLPCN library; GFP response vs DMSO, % at 10 µM; S. cerevisiae CIT2-GFP strain, 3 h; 100 means same as DMSO wells; AID 2029, 2009; actives 0.065% (n = 320,000);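 active means GFP response relative to DMSO above a set limit, near the screen mean plus 3 SD, cut at about 150% in these data; inconclusive means Fewer than 70 cells measured for a yeast strain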;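 further: ratio of well median GFP fluorescence to mean of DMSO wells on the plate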
The depositor's hits bear a star; ? = inconclusive; . = no result given; [ ] = dose if it differs, or a comment.

SMILES | AHR activator | AGP1-GFP MLPCN | proCasp3 act | RPL19A TOR yeast | LAP4-GFP MLPCN | MEP2 TOR yeast | procasp7 counter | CIT2-GFP yeast
COc1ccc(-c2cnnc(N/N=C/c3ccc(O)cc3)n2)cc1 | 5 | 102 | 1 | 96 | 99 | 89 | 2 | 89
COc1ccc(OC)c(C2CC(=O)N3CN(c4ccccc4)CSC3=C2C#N)c1 (configuration not stated) | -2 | 96 | -24 | 95 | 105 | 96 | -16 | 98
Cc1nc2sc(C(c3cccs3)N3CCN(c4ccccc4)CC3)c(O)n2n1 (configuration not stated) | 3 | 98 | 5 | 95 | 92 | 94 | -5 | 104
COCc1cc(C)nc(NC2CCCCC2)c1C#N | 6 | 99 | -1 | 95 | 109 | 102 | -2 | 90
CCC1CCCCN1C(=O)CSc1nnc(-c2c[nH]c3ccccc23)o1 (configuration not stated) | -10 | 102 | 2 | 96 | 110 | 104 | 5 | 96
O=C(Cn1c(=O)c2c(ncn2Cc2ccccc2)n(Cc2ccccc2)c1=O)NC1CC1 | 1 | 106 | -4 | 104 | 107 | 107 | -11 | 111
CON(C)c1nc(OCCNC(=O)OCc2ccc(Cl)cc2Cl)nc(N(C)C)n1 | 5 | 100 | 2 | 98 | 96 | 104 | 7 | 100
CCCCN(C)CCNC(=O)CSCc1ccc(C)cc1 | -2 | 106 | 0 | 100 | 107 | 96 | -1 | 107
CCN(Cc1ccc(OC)c(F)c1)C(=O)/C=C/c1ccc(S(=O)(=O)N2CCOCC2)cc1 | 3 | 105 | -8 | 101 | 107 | 105 | -2 | 96
Cc1ccc(N2CCN(C3=NC(=O)/C(=C\c4cccs4)S3)CC2)cc1 | 6 | 91 | 1 | 94 | 94 | 93 | -5 | 87
NC(=S)NNC(=O)Nc1ccc(Cl)c(Cl)c1 | 11 | 85 | -30 | 92 | 83 | 95 | -28 | 91
CCOc1ccc(Cl)cc1S(=O)(=O)N1CCC(C(=O)NCc2ccncc2)CC1 | 5 | 100 | 1 | 105 | 99 | 110 | -4 | 106

A different layout for some results above.
| structure | AHR activator | AGP1-GFP MLPCN | proCasp3 act | RPL19A TOR yeast | LAP4-GFP MLPCN | MEP2 TOR yeast | procasp7 counter | CIT2-GFP yeast |
| --- | --- | --- | --- | --- | --- | --- | --- | --- |
| CCN(Cc1ccc(OC)c(F)c1)C(=O)/C=C/c1ccc(S(=O)(=O)N2CCOCC2)cc1 | 3 | 105 | -8 | 101 | 107 | 105 | -2 | 96 |
| Cc1ccc(N2CCN(C3=NC(=O)/C(=C\c4cccs4)S3)CC2)cc1 | 6 | 91 | 1 | 94 | 94 | 93 | -5 | 87 |
| NC(=S)NNC(=O)Nc1ccc(Cl)c(Cl)c1 | 11 | 85 | -30 | 92 | 83 | 95 | -28 | 91 |
| CCOc1ccc(Cl)cc1S(=O)(=O)N1CCC(C(=O)NCc2ccncc2)CC1 | 5 | 100 | 1 | 105 | 99 | 110 | -4 | 106 |

The listing continues:
SMILES | AHR activator | AGP1-GFP MLPCN | proCasp3 act | RPL19A TOR yeast | LAP4-GFP MLPCN | MEP2 TOR yeast | procasp7 counter | CIT2-GFP yeast
O=C(c1ccco1)N1CCN(C(=O)c2ccc(-c3ccc([N+](=O)[O-])cc3)o2)CC1 | 3 | 94 | -4 | 93 | 94 | 95 | -4 | 81
CCOCCCNC(=O)c1cn(C)c(=O)c2cc(OC)c(OC)cc12 | 5 | 100 | 5 | 93 | 90 | 93 | 9 | 100
COc1ccc(CC(=O)Nc2sc(Cc3ccccc3)c(C)c2C(N)=O)cc1 | 1 | 112 | 0 | 105 | 107 | 107 | -2 | 111
O=C(CSc1nnnn1C1CCCCC1)Nc1cccc(NC(=O)c2ccco2)c1 | 15 | 103 | -2 | 101 | 100 | 99 | 10 | 96
CCOC(=O)C1=C(N)Oc2cc(O)ccc2C1c1ccc([N+](=O)[O-])cc1 (configuration not stated) | 2 | 100 | 0 | 97 | 92 | 96 | 1 | 95
Cc1nnc(SCc2cccc3ccccc23)s1 | 21 | . | -5 | 99 | . | 98 | -3 | .
CNC[C@H](Cc1cccc2ccccc12)NC[C@H](CCSC)NCC1CCC(C(C)(C)C)CC1 (some centres not stated) | 2 | 104 | -2 | 95 | 103 | 101 | -3 | 100
CCOCCCNC(=O)C(NC(=O)Cc1c[nH]c2ccccc12)c1ccccc1 (configuration not stated) | 13 | 94 | -2 | 92 | 95 | 88 | 6 | 91
O=C(Cc1cccs1)N/N=C/C(Br)=C/c1ccccc1 | 4 | 91 | 2 | 96 | 100 | 103 | 1 | 99
COc1ccc(CN=Cc2c(O)[nH]c3ccccc23)cc1 | 24 | 104 | -1 | 99 | 101 | 109 | -7 | 100
CCOc1cc(N2C(=O)CC3CS(=O)(=O)CC32)c(OCC)cc1NC(=O)c1ccccc1 (configuration not stated) | 3 | 99 | -3 | 99 | 96 | 100 | 6 | 98
Cc1ccc2nc(NC(=O)CCCC(=O)O)sc2c1 | -11 | 104 | 6 | 100 | 92 | 101 | 9 | 99
CCOC(=O)COc1cccc2c(=O)n(CC(=O)NCc3ccc4c(c3)OCO4)ccc12 | 0 | 100 | 2 | 104 | 104 | 101 | 4 | 93
Cc1ccc(OCC(=O)NNC(=O)c2ccoc2C)c(Br)c1 | 5 | 89 | -4 | 95 | 85 | 104 | 12 | 90
Cc1cc2occ(CC(=O)N(C)CC(=O)Nc3c(C)cccc3C)c2cc1C | 2 | 107 | -6 | 101 | 105 | 108 | -1 | 100
COc1ccc(-c2nc(N)nc(C)c2Oc2ccccc2Br)c(O)c1 | 11 | 101 | 6 | 97 | 95 | 91 | 0 | 111
Cc1cccc(C)c1NC(=O)CNC(=O)c1ccc2c(c1)NC(=O)CS2 | 0 | 101 | 5 | 100 | 96 | 105 | 14 | 102
COCCNC(=O)CN(c1cccc(OC)c1)S(=O)(=O)c1ccc(C)cc1 | 1 | 95 | 3 | 97 | 97 | 112 | 5 | 100
CN1CCN(C(=O)CN(CCc2ccccc2)S(C)(=O)=O)CC1 | 0 | 82 | 2 | 86 | 91 | 102 | -2 | 85
O=C(c1ccc(=O)[nH]c1)N(Cc1ccco1)C1(C(=O)NC2CCCCC2)CCCCC1 | 3 | 99 | 3 | 96 | 92 | 96 | 13 | 98
CCOc1cc(/C=N/Nc2nc(C)cc(=O)[nH]2)ccc1O | 9 | 95 | 2 | 107 | 107 | 187* | 9 | 150
CCOC(=O)N1CCC(n2c(SCC(=O)NCCC3=CCCCC3)nc3ccccc3c2=O)CC1 | -4 | 97 | 6 | 95 | 88 | 88 | -6 | 94
CCC(C)C(NC(=O)c1ccccc1)C(=O)Nc1ccc(S(=O)(=O)Nc2cc(C)nc(C)n2)cc1 (configuration not stated) | -1 | 97[may fluoresce violet] | 2 | 90[may fluoresce violet] | 89[may fluoresce violet] | 88[may fluoresce violet] | 9 | ?
CCCCCN(C(=O)CCC(=O)OCC(=O)c1ccc(F)c(F)c1)c1c(N)n(CCCC)c(=O)[nH]c1=O | -2 | 105 | -8 | 100 | 99 | 107 | 14 | 99
Cc1ccc(Nc2cc(C)nn2-c2nc(C)cc(C)n2)cc1 | -1 | 89 | 5 | 98 | 104 | 91 | 0 | 91
O=C(CCS(=O)(=O)c1cccc2nonc12)N1CCN(c2ccc(F)cc2)CC1 | 7 | 108 | 8 | 102 | 112 | 107 | 2 | 109
COCCN(C(=O)CNC(=O)c1cccs1)C(C(=O)NC1CCCCC1)c1ccco1 (configuration not stated) | 0 | 104 | -3 | 99 | 99 | 105 | -3 | 99
CCOC(=O)[C@H]1[C@H]2COc3cc(OC)ccc3[C@@H]2N2C(=O)c3c(C)cc(C)cc3NC(=O)[C@@]12C | 0 | 89 | -6 | 90 | 103 | 86 | 16 | 87
CC1=NN(C(N)=S)C(=O)C1N=Nc1cccc(Cl)c1 (configuration not stated) | 85* | 76[may fluoresce violet] | 1 | 104[may fluoresce violet] | 107[may fluoresce violet] | 114[may fluoresce violet] | 5 | ?
O=C(CSc1nnnn1-c1ccccc1)CSc1nnnn1-c1ccccc1 | -1 | 97 | 4 | 95 | 103 | 100 | 0 | 91
Cc1ccc(NC(=O)c2cccc3c2C(=O)N(C2CCCCC2)C3)c(Cl)c1 | -1 | 100 | 7 | 97 | 96 | 93 | 15 | 101
O=C1c2ccccc2C(=O)N1CCCOCc1c[nH]c(=O)[nH]c1=O | -1 | 109 | 3 | 105 | 100 | 102 | -2 | 112
COc1ccc(CCNC(=O)C(C)n2nc(C)c3c(C)n(-c4ccc(C)cc4)nc3c2=O)c(OC)c1 (configuration not stated) | -3 | 111 | 0 | 103 | 106 | 103 | 1 | 107
O=c1c2c(nc3cc(-c4ccc(F)cc4)[nH]n13)CCCC2 | 11 | 100 | -4 | 99 | 96 | 96 | -10 | 93
Clc1ccc(Cc2nc(-c3cccnc3)no2)cc1 | -2 | 103 | -1 | 103 | 126 | 112 | -2 | 88
CCOc1ccccc1N(C)S(=O)(=O)c1ccc2c(c1)CC(C)N2C(=O)C1CC1 (configuration not stated) | 6 | 109 | 17 | 104 | 107 | 100 | -2 | 111
CCc1nc2ccc(C(=O)NCc3ccco3)cc2nc1CC | 5 | 89 | 1 | 94 | 94 | 93 | 2 | 85
CCOCCCNC(=O)c1cn(C)c2ccc(S(=O)(=O)N3CCCCC3)cc2c1=O | 2 | 102 | 4 | 101 | 102 | 100 | -4 | 104
Cc1nnc(NC(=O)c2c(F)cccc2F)s1 | 0 | 109 | 4 | 107 | 100 | 99 | 4 | 121
COc1ccc(C(C)(C)C)cc1S(=O)(=O)n1ccnc1C | 0 | 106 | 9 | 101 | 110 | 96 | 1 | 88
CC(=O)c1cccc(NC(=O)COC(=O)CCNS(=O)(=O)c2ccccc2)c1 | 0 | 103 | 8 | 100 | 103 | 103 | 9 | 104
CCN(CC)CCCNC(=O)c1cn(CCOC)c(=O)c2c1c1ccccc1n2C | 2 | 101 | 4 | 102 | 101 | 105 | 9 | 103
Cc1nnc(-c2ccccc2)nc1N1CCOCC1 | 23 | 98 | 9 | 100 | 106 | 112 | 19 | 109
COc1ccc(C(=O)Cn2cnc3ccccc3c2=O)c(OC)c1 | . | 98 | . | 111 | 90 | 100 | . | 86
COc1ccc(C)cc1NCc1ccc([N+](=O)[O-])cc1 | 8 | 100 | 5 | 101 | 105 | 107 | 5 | 101
CNC(=S)NCCc1cc2c(OC)ccc(OC)c2[nH]c1=O | 3 | 100 | 0 | 105 | 87 | 108 | 6 | 106
Cc1ccc(S(=O)(=O)N2CCN(C(=O)c3c(-c4ccccc4)noc3C)CC2)cc1C | 0 | 102 | 4 | 99 | 100 | 113 | -3 | 104
C=C(C)[C@H]1CC=C(C)/C(=N/NC(=O)CNc2ccccc2OC)C1 | 9 | ? | -3 | 31*[may fluoresce violet] | 119[may fluoresce violet] | 223*[may fluoresce violet] | -6 | ?

Assay outcomes: PubChem BioAssay, several laboratories

Compounds as they come, and some 3.5% of all compounds hit somewhere here.
